HCV inh = qHTS Assay for Inhibitors of Hepatitis C Virus (HCV); AID 651820, 2012; 3.4% of 340,000 active; Potency, µM (titrated, usually from 41.8 µM), without a hit: at the highest dose activity change, negative = inhibition, hits mostly inhibitors; Huh7.5.1 HCVcc-Cre infection, luciferase reporter, 44 h; also: potency is read from the fitted curve at half-maximal effect
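Seed cells (1,000/well) for 4 h; treat with compound and infect with HCVcc-Cre, moi about 0.5. Incubate 44 h, then detect luciferase activity.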
Sm TGR block = qHTS Assay for the Inhibitors of Schistosoma Mansoni Peroxiredoxins. Schistosoma mansoni thioredoxin glutathione reductase (TGR), Q962Y6. purified TGR, DTNB reduction, TNB absorbance 405 nm. Potency, µM (titrated, usually from 114 µM), inactives show top-dose activity change, negative = inhibition, actives largely listed as inhibitors. 3% of 360,000 active; also: potency is read from the fitted curve at half-maximal effect; nearly all actives have a fitted effect of over 60% in size
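Kinetic colorimetric format: TGR-catalysed, NADPH-driven DTNB reduction monitored via TNB absorbance. Enzyme dispensed at 20 nM; compound exposure 15 min at room temperature before reaction start.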
FBPA Giardia inh = qHTS Assay for Inhibitors of Fructose-1,6-bisphosphate Aldolase from Giardia Lamblia; A8B2U2; purified Giardia FBPA; 0.71% of 290,000 active; AID 2451, 2010; Potency, µM (doses to about 59.6 µM), inactives show at the top dose activity, negative = inhibition, usual class: inhibitors; also: potency is read from the fitted curve at half-maximal effect; nearly all actives have a fitted effect of over 55% in size
Target sequence (A8B2U2 whole entry, looked up): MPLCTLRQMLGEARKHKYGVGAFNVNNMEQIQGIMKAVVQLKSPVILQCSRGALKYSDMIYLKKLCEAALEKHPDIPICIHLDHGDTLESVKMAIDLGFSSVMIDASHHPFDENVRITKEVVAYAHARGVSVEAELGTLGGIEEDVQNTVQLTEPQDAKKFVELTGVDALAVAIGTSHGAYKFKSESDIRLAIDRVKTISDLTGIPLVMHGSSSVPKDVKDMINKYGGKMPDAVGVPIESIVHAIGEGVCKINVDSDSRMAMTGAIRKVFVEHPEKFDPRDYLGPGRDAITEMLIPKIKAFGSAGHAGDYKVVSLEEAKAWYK
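40 nM FBPA preincubated 10 min at RT with compound (up to 57.5 uM final), then substrate plus GAPDH/TPI/NAD/arsenate coupling and diaphorase/resazurin added. Fluorescence read after 20 min at RT, 525/598 nm.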
HCMV antiviral = qHTS Assay for inhibitors of the human cytomegalovirus (HCMV); 4.5% of 410,000 active; activity change, negative = inhibition, % at 57.5 µM; HFF cells, HCMV-luciferase reporter, 72 h; stronger effect = lower value; in the data active = activity change below about -60%; inconclusive = no clear call, values can overlap the other calls; inactive = above about -39%
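Screen run at 2 compound doses on HFFs infected with reporter HCMV, MOI 1 PFU/cell. Luciferase activity from cell lysates at 72 h post infection gave inhibition relative to buffer-only and Salinomycin wells.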
AMA1 RON2 block = qHTS for Inhibitors of AMA1-RON; Towards Development of Antimalarial Drug Lead: Primary Screen | Plasmodium falciparum AMA1 (3D7) - RON2 peptide interaction | AlphaScreen AMA1-biotinylated RON2 peptide binding | Potency, µM (series often up to 58.2 µM), for the others: at the highest dose activity change, negative = inhibition, hits mostly inhibitors | 0.2% of 360,000 active;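 also: potency is read from the fitted curve at half-maximal effect; 0% = vehicle wells and -100% = peptide control; nearly all actives have a fitted effect of over 45% in size; some results filed as inactive show a strong effect at the top dose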
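AMA1 (3D7) with his tag at 25 nM final met compounds first, then biotinylated RON2 peptide at 25 nM; detection used donor plus acceptor beads, 10 µg/mL apiece, read by AlphaScreen after 30 min at room temperature.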
AmpC detergent = qHTS Inhibitors of AmpC Beta-Lactamase (assay with detergent); AID 485294, 2010; AmpC hydrolysis of nitrocefin, absorbance 480 nm, 0.01% Triton; Potency, µM (series often up to 114 µM), without a hit: top-dose activity change, negative = inhibition, most hits filed as inhibitors; P00811; 0.041% of 370,000 active;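 also: potency is read from the fitted curve at half-maximal effect; 0% = no-compound wells and -100% = no-enzyme wells; nearly all actives have a fitted effect of over 25% in size; some results filed as inactive show a strong effect at the top dose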
Target sequence (P00811 whole entry, looked up): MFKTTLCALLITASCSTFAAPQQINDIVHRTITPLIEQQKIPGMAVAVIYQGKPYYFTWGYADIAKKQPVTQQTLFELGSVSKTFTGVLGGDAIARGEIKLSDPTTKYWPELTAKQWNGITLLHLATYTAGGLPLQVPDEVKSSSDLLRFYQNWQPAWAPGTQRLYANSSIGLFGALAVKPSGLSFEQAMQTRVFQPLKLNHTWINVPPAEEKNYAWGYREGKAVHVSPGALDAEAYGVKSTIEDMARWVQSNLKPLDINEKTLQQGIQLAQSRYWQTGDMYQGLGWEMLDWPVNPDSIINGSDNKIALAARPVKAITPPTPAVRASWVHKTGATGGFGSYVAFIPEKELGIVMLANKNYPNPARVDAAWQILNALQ
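AmpC (5.3 nM in the dispensed reagent) in 20 mM phosphate pH 7.0 with 0.01% (detergent screen) or 0.0001% Triton X-100 was preincubated with compounds for 15 min at room temperature. Nitrocefin was then added from an 800 uM solution, and hydrolysis was followed at 480 nm.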
Starred values were filed as active, the others as inactive; ? = inconclusive; . = no result given; & = joins results of further samples; [ ] = another dose, or the depositor's remark. Unless noted, calls follow the shape of the dose curve; as a rule, active = well fitted curve in the direction sought with a large enough effect; inconclusive = small, poorly fitted or top-dose-only effect, or another doubt; inactive = no such curve, though single readings can be large; an effect the other way counts as inactive or inconclusive. Unless noted, % is scaled to controls: 0 for no effect and ±100 for the full control effect.

Preview (2 entries):
SMILES	HCV inh	Sm TGR block	FBPA Giardia inh	HCMV antiviral	AMA1 RON2 block	AmpC detergent
CC(C)Sc1oc(-c2cccs2)nc1S(=O)(=O)c1ccc(Cl)cc1	.	-11%	.	0	.	0%
Cc1ccc(C2=N/C(=C\c3ccc(F)cc3)C(=O)N2)cc1	-6%	4%	.	0	10%	4%

The list itself, from the first entry:
SMILES	HCV inh	Sm TGR block	FBPA Giardia inh	HCMV antiviral	AMA1 RON2 block	AmpC detergent
CC(C)Sc1oc(-c2cccs2)nc1S(=O)(=O)c1ccc(Cl)cc1	.	-11%	.	0	.	0%
Cc1ccc(C2=N/C(=C\c3ccc(F)cc3)C(=O)N2)cc1	-6%	4%	.	0	10%	4%
CC(=O)NCCc1ccc(C(=O)COC(=O)c2cccn2C)cc1	13%	.	.	-8	-12%	.
CCCOc1ccc(N2C(=O)CC(SCCc3nc4ccccc4[nH]3)C2=O)cc1 (stereo not given)	6%	-13%[57.1 µM]	-7%	-10	8%	-2%
O=C(CN(C(=O)CNS(=O)(=O)c1ccccc1)c1ccc2c(c1)OCCO2)NCc1ccco1	5%	0%	9%	9	-7%	-6%
COc1ccc(C(=O)O)cc1NC(=S)NC(=O)CSc1ccc(Cl)cc1	8%	?	-7%	39	2%	1%
Cc1cc(NC(=O)CCC(=O)N(c2ccc(F)cc2)C2(C(=O)NC3CCCCC3)CCCC2)no1	-22%	-4%	-4%	-21	0%	?
Cc1ccc(Cl)cc1N1CCN(C(=O)COc2ccc3c(c2)CCC3)CC1	?	8%	7%	25	13%	-8%
COc1ccc(NC(=O)Cn2c(=O)n(Cc3ccco3)c(=O)c3ccccc32)cc1	0%	-22%	5%	-29	4%	-6%
Fc1ccc2cc(-c3ccccc3F)ncc2c1	?	.	.	-11	33%[activator]	.
COc1ccc(/C=N/N(C)C2=NS(=O)(=O)c3ccccc32)cc1	-18%	11%	2%	11	-17%	-11%
COc1c(C)c2c(c(O)c1C/C=C(\C)CCC(=O)O)C(=O)OC2	2µM*	.	26%	.	-1%	.
CCC(C)(C)NC(=O)C(c1ccc(C)cc1)N(CC1CCCO1)C(=O)CNC(=O)c1cccs1 (stereo not given)	5%	-27%	3%	-21	5%	0%
Cc1ccc(C)c(NC(=O)CSc2nccn2-c2cccc(C)c2C)c1	.	8%	.	12	.	-9%
O=C(NCCOc1ccccc1)c1ccccc1NC(=O)C1CCCO1 (stereo not given)	-17%	2%	3%	42	-10%	3%
Cc1c(C(=O)NC(C)CN2CCCCC2)oc2ccccc12 (stereo not given)	-15%	26%	-3%	13	6%	?
O=C(CCCc1ccccc1)NCCS(=O)(=O)N1CCN(c2ccc(F)cc2)CC1	-10%	?	.	15	-12%	-19%
O=C(COC(=O)c1ccc(Cl)c([N+](=O)[O-])c1)Nc1ccccc1OC(F)F	4%	-3%	2%	-11	-1%	-20%
Cc1cc(C)cc(NC(=S)NCc2ccc(F)cc2)c1	?	-6%	-6%	-33	0%	?
O=C(CCc1ccccc1)NC1(Cc2ccccc2)CCN(CCCc2ccccc2)C1=O (stereo not given)	?	6%	.	-20	5%	3%
CCN(CC)C(=O)Cn1c(=O)n(-c2ccc(OC)cc2OC)c(=O)c2c(C)c(C(=O)N(CC)CC)sc21	.	0%	.	19	.	8%
COc1ccc(/C=C2\C(=N)N3N=C(CC(=O)N4CCOCC4)SC3=NC2=O)cc1	16%	4%	-19%	1	2%	10%
CSc1nc2c(cc1C#N)CCCCC2	5%	-14%	1%	-33	1%	?
COc1ccc(-c2nc3c(c4nnc(SC(C)C(=O)Nc5ccccc5)n24)COC(C)(C)C3)cc1 (stereo not given)	6%	-19%	1%	18	-1%	-12%
CCCCCc1c(O)nc(SCCN(CC)CC)[nH]c1=O	11%	4%	-7%	-31	0%	?

6 structures out of the list, ordered by length of the SMILES, ascending.
SMILES	HCV inh	Sm TGR block	FBPA Giardia inh	HCMV antiviral	AMA1 RON2 block	AmpC detergent
O=C(NCCOc1ccccc1)c1ccccc1NC(=O)C1CCCO1 (stereo not given)	-17%	2%	3%	42	-10%	3%
COc1ccc(/C=N/N(C)C2=NS(=O)(=O)c3ccccc32)cc1	-18%	11%	2%	11	-17%	-11%
O=C(CCCc1ccccc1)NCCS(=O)(=O)N1CCN(c2ccc(F)cc2)CC1	-10%	?	.	15	-12%	-19%
COc1ccc(NC(=O)Cn2c(=O)n(Cc3ccco3)c(=O)c3ccccc32)cc1	0%	-22%	5%	-29	4%	-6%
COc1ccc(/C=C2\C(=N)N3N=C(CC(=O)N4CCOCC4)SC3=NC2=O)cc1	16%	4%	-19%	1	2%	10%
O=C(CN(C(=O)CNS(=O)(=O)c1ccccc1)c1ccc2c(c1)OCCO2)NCc1ccco1	5%	0%	9%	9	-7%	-6%

Whole records, quoted from the list. Screens in order: HCV inh	Sm TGR block	FBPA Giardia inh	HCMV antiviral	AMA1 RON2 block	AmpC detergent
Entry for COc1ccc(-c2nc3c(c4nnc(SC(C)C(=O)Nc5ccccc5)n24)COC(C)(C)C3)cc1 (stereo not given) = 6%	-19%	1%	18	-1%	-12%
Entry for O=C(CN(C(=O)CNS(=O)(=O)c1ccccc1)c1ccc2c(c1)OCCO2)NCc1ccco1 = 5%	0%	9%	9	-7%	-6%
Entry for CCCCCc1c(O)nc(SCCN(CC)CC)[nH]c1=O = 11%	4%	-7%	-31	0%	?

The list goes on.
SMILES	HCV inh	Sm TGR block	FBPA Giardia inh	HCMV antiviral	AMA1 RON2 block	AmpC detergent
Nc1nnc(-c2cccc([N+](=O)[O-])c2)s1	4%	8%	2%	-4	17%	4%
CCOc1ccc(NC(=O)N2CC=C(c3c[nH]c4ccccc34)CC2)cc1	.	-3%	.	0	.	24%
Cc1ccc(-c2nc(=S)c3c(n2Cc2ccco2)CC(C)(C)OC3)cc1	-1%	-18%	0%	.	43%[activator]	-14%
O=C(NCCc1cccs1)C1CC1	19%	3%	0%	54	-21%	5%
COc1cccc2sc(Nc3nnc(-c4ccccc4Cl)o3)nc12	?	-6%	?	-60*	103%[activator]	?
O=C(c1ccco1)N1C(=O)c2cccc3c(S(=O)(=O)N4CCCC4)ccc1c23	2%	5%	2%	188	-3%	?
Cc1ccc(S(=O)(=O)c2nc(-c3cccs3)oc2NCCCN(C)C)cc1	4%	-6%	-4%	9	14%	-15%
CCOc1ccc(C2CC(c3c(O)n(C)c(=O)n(C)c3=O)=NN2)cc1 (stereo not given)	-13%	3%	?	38	61%[activator]	3%
O=S1(=O)CCO[C@H]2Cc3ccccc3[C@H]2N1Cc1ccc(F)cc1	11%	-23%	1%	-29	62%[activator]	?
Cc1ccc(OCc2cc(C(=O)NCc3cnn(-c4cccc(F)c4)c3)no2)cn1	?	-16%	.	?	-5%	0%
CCCOC(=O)c1ccc(NS(=O)(=O)c2cccs2)cc1	3%	-3%	14%	59	-4%	?
COc1ccc(C(=S)N2CCOCC2)cc1OC(=O)c1ccc(C)cc1	2%	-2%	.	14	-5%	-6%
COc1ccc(CN(C)C(=O)c2cc(S(=O)(=O)N3CCOCC3)ccc2N2CCCC2)cc1	3%	-27%	.	-37	-13%	-19%
Cc1onc(-c2c(F)cccc2Cl)c1C(=O)ONC(=O)c1ccco1	7%	13µM*	2%	15	0%	-3%
CC(=O)N1CCCc2cc(S(=O)(=O)NCc3ccc(N(C)C)cc3)ccc21	.	-2%	.	-19	.	1%
O=S(=O)(NC1CC1)c1ccc(Br)cc1N1CCC[C@H]1CO	19%	.	.	11	-2%	.
Cc1nn2c(=O)c(NC(=O)c3ccc(F)cc3)cnc2s1	3%	-2%	0%	8	15%	?
Cc1ccc2c(c1)N(CC(=O)N1CCCc3ccccc31)C(=O)C(C)O2 (stereo not given)	11%	0%	1%	18	0%	?
CCOC(=O)c1cccc(NC(=O)c2ccc(-n3cnnn3)cc2)c1	-23%	.	.	10	15%	.
COc1ccc(OC(C)C(=O)N(C)Cc2nc(-c3ccc(C)cc3)no2)cc1 (stereo not given)	14µM*	-1%	11%	-32	-4%	-24%
CCCCOc1ccc(CNC(=O)CN2CCSc3ccccc32)cc1	.	-2%	.	36	.	1%
CCOC(=O)C1(Cc2cccc(OC)c2)CCN(Cc2cc(OC)ccc2OC)CC1	?	-3%	0%	-40	-17%	-3%
Cc1ccc(C(=O)c2oc3ccccc3c2NC(=O)c2cc(-c3ccccc3)on2)cc1	.	1%	.	-7	.	6%
CN(C)C=Nc1nonc1-c1ccccc1	13%	-2%	4%	10	9%	?
CCN(Cc1ccccc1)C(=O)C1CCN(c2ncnc3c2nc2n3CCCCC2)CC1	?	-10%&-2%	-4%	-10&-11	-14%	?

Remaining list, next part.
SMILES	HCV inh	Sm TGR block	FBPA Giardia inh	HCMV antiviral	AMA1 RON2 block	AmpC detergent
COc1ccc2[nH]c(C)c(CCNC(=S)Nc3cccc(C)c3)c2c1	-24%[8.37 µM]	-10%	-2%	?	22%	?
COc1ccc(CCNC(=O)c2cc(=O)[nH]c3ccccc23)cc1	1%	1%	-2%	-22	17%	?
c1ccc2oc(-c3ccc4nc[nH]c4c3)nc2c1	?	2%	5%	256	3%	?
CC1(C)Oc2ccc3ccc(=O)oc3c2/C(=C/Nc2ccccn2)C1=O	?	1%	-3%	-38	-3%	-4%
O=C(NCc1ccccn1)c1cc(-c2ccccc2Cl)nc2ccccc12	-18%	-8%	0%	22	24%	-9%
CC(CN1CCN(Cc2ccccc2)CC1)OC(=O)c1ccco1 (stereo not given)	2%	-3%	-6%	13	0%	4%
Cc1ccc2c(=O)cc(C(=O)Nc3ccc(S(=O)(=O)Nc4onc(C)c4C)cc3)oc2c1	18%	3%&-1%	-6%	-38&6	-2%	-3%&2%
COc1ccc2cc(CCNS(=O)(=O)c3ccc(C)cc3)c(=O)[nH]c2c1	.	14%	.	1	.	10%
COc1c(F)c(F)c(C(=O)Nc2ccc3oc(-c4ccncc4)nc3c2)c(F)c1F	-14%	-9%	1%	-3	-11%	-12%
Cc1cc(C)c(S(=O)(=O)NCC2CCC(C(=O)NCCc3ccccc3)CC2)c(C)c1 (stereo not given)	.	1%	.	0	.	-7%
CCc1c(C)nc(SC/C=C/c2ccccc2)[nH]c1=O	0%	-32%	-18%	.	-2%	?
COc1ccc(NC(=O)c2cc3c(=O)n(Cc4cccs4)ccc3nc2C)cc1	.	0%	.	-16	.	20%
Cc1ccc(C2CC(=O)NC(SCc3ccccc3)=C2C#N)o1 (stereo not given)	-16%	?	-18%	.	22%	3%
COC(=O)c1sccc1NC(=O)COc1ccc(Cl)cc1Cl	-25%	1%	5%	21	2%	?
